Assay outcomes from PubChem BioAssay.
E coli WT inh: growth inhibitors of wild type E. coli, primary screen, strain BW25113 wild type, absorbance readout; E. coli BW25113 growth inhibition, OD600; inhibition, % at 10 µM; 0.05% of 20,000 active; AID 552, 2006; in the data active = inhibition above about 40%;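 also: bacteria exposed to compound for 20 hours at 37 °C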
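Material: bacterial strain in a whole-cell growth screen; Amount: inoculum from a 1:1000 dilution of a 1.5 h subculture; Buffer or medium: LB plus kanamycin 50 µg/mL; Dosing: one dose, 10 µM final; Times: compound exposure of 20 h at 37 °C; Measured by: absorbance at 615 nm as a measure of bacterial growth.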
Numbers without * were called inactive. The list is partial; rates above refer to the full screens.

SMILES	E coli WT inh
Cn1c(CSc2nc3ccccc3s2)nnc1SCC(=O)NCCN1CCOCC1	3
O=C(O)c1cccc(Nc2nc(N3CCOCC3)nc(N3CCOCC3)n2)c1	2
COC(=O)C1C(=O)c2c([nH]c(C(=O)OCCOC(C)C)c2C)CC1C (stereo unspecified)	3
CC(C)Oc1ccc(C2C(C(=O)c3ccco3)=C(O)C(=O)N2CCCN(C)C)cc1 (stereo unspecified)	-10
CN(Cc1nc2ccccc2n1C)S(C)(=O)=O	-7
O=C(c1ccc(Cl)cc1)C1CCN(C(=O)NC2CCCCC2)CC1	-1
Cc1c(Cl)cccc1NC(=O)CSCc1cc(=O)[nH][nH]1	4
O=C(CSc1ccccc1)Nc1cccnc1	20
c1coc(-c2nnc(-c3cccs3)o2)c1	-2
O=C(CN1C(=O)CSc2ccccc21)Nc1ccccc1C(=O)N1CCOCC1	7
CC(=O)NC(C(=O)NCC(N)=O)C(C)C (stereo unspecified)	7
COc1ccccc1N1CCN(C(=O)CN(Cc2ccccc2)S(C)(=O)=O)CC1	-17
COc1ccc(S(=O)(=O)N2CN(Cc3ccco3)c3nc4ccccc4nc32)cc1	-2
Cc1ccnc(NC(=O)c2ccc(NC(=O)c3ccco3)cc2)c1	-27
Cn1c(=O)c2c(nc(Br)n2CCSc2nnnn2-c2ccccc2)n(C)c1=O	-8
N#C/C(=C\c1cccs1)Sc1nc2ccccc2s1	-8
CCN(CC)C(=O)CN1C(=O)C2(OCC(C)(c3ccccc3)CO2)c2ccccc21 (stereo unspecified)	-18
COc1ccc(OC)c(S(=O)(=O)Nc2ccccc2C)c1	-20
Cc1cccc(NC(=O)CN(C)S(=O)(=O)c2ccccc2)n1	-6
O=C(Nc1cccc2ccccc12)c1ccc(Br)o1	5
COc1ccc(CNC(=O)CN(C(=O)c2ccc(CN3CCOCC3)o2)C2CCCC2)cc1	0
O=C(O)CCCc1nc2ccccc2s1	-20
Cc1ccc(Cn2c(=O)c3ccccc3n3c(CCC(=O)O)nnc23)cc1	5
O=C(CCSc1nc(-c2ccco2)cc(C(F)(F)F)n1)NCCc1ccccc1	8
O=C(OCc1ccccc1F)c1ccc2c(c1)OCCO2	6
O=C(c1ccccc1)N1CCN(c2ccccc2F)CC1	-10
Cn1cnc2c1c(=O)n(Cc1cccc(Br)c1)c(=O)n2C	0
Nc1nc(-c2ccc(Br)s2)c(Br)s1	16
CCn1c(COc2ccc3c(c2)CCCC3)nnc1SCC(=O)Nc1nccs1	3
O=C1CCn2nc(-c3ccc(Cl)cc3)cc2N1	5
COc1ccc(S(=O)(=O)N2CCN(C(=O)c3cccs3)CC2)cc1OC	-17
Cn1c(=O)[nH]c(=O)c2c1nc(N1CCOCC1)n2CC(O)COc1ccc2ccccc2c1 (stereo unspecified)	-6
COC(=O)c1ccccc1S(=O)(=O)N(CCCN1CCOCC1)Cc1cccs1	2
Cc1cc(C)cc(OCCCC(=O)O)c1	-1
COc1ccc2nc(SCC(N)=O)[nH]c2c1	-19
O=C(Nc1ccc2c(c1)OCO2)Nc1ccc(Br)cn1	-8
CCOC(=O)c1ccc(NC(=O)CCNc2c(N3CCCC3)c(=O)c2=O)cc1	-3
CCSc1nc(-c2ccccc2)c(C#N)c(=O)[nH]1	-24
C=CCSc1nc2c(c(=O)[nH]c(=O)n2C)n1C(C)C	-2
CCN1C(=O)/C(=C/N(C)c2ccccc2)OC1=S	3

Some of the entries so far, with bars between the fields:
structure | E coli WT inh
COC(=O)c1ccccc1S(=O)(=O)N(CCCN1CCOCC1)Cc1cccs1 | 2
Cc1cc(C)cc(OCCCC(=O)O)c1 | -1
O=C(Nc1ccc2c(c1)OCO2)Nc1ccc(Br)cn1 | -8

(listing goes on)
SMILES	E coli WT inh
COc1ccc(-n2ccnc2SCC(=O)NCc2ccc3c(c2)OCO3)cc1	-1
c1cncc(-c2nc3c4ccccc4nc(N4CCC(N5CCCCC5)CC4)n3n2)c1	-4
Cc1cccc(NC(=O)Nc2cccc(C#N)c2)n1	0
O=C(CN1CCOCC1)Nc1ccc(Br)cn1	-18
O=C(Nc1cc(Cl)ccc1Cl)c1noc2c1CCCC2	5
COC(=O)COc1ccc(S(=O)(=O)Nc2ccccc2SC)cc1	-10
COC(=O)CCC/C=C1/SCC(NC(=O)c2ccccc2)C1O (stereo unspecified)	1
Cc1ccc2nsnc2c1S(=O)(=O)NCc1ccncc1	5
CCOc1ccc2nc(NS(C)(=O)=O)sc2c1	-8
CCC(C(=O)N1CCc2cc(OC)c(OC)cc2C1)c1ccccc1 (stereo unspecified)	8
Cc1ccc(C)c(N(CC(=O)N(C)C)S(C)(=O)=O)c1	-24
Cc1ccc(-c2nn3c(C)nnc3s2)cc1NC(=O)c1ccc(-c2ccc(Cl)cc2Cl)o1	-18
CC(NC(=O)OC(C)(C)C)C(=O)N1CCCC1C(=O)NC(Cc1ccccc1)C(N)=O (stereo unspecified)	-2
CCOc1cc(NC(=O)c2ccco2)c(OCC)cc1NC(=O)CCC(=O)NCc1cccnc1	5
COC(=O)C1=C(C)N(c2cccc(C(C)=O)c2)C(=O)C1	-23
Cc1ccnc2c(N3C(=O)C4C5C=CC(C5)C4(C)C3=O)cccc12 (stereo unspecified)	10
CCOC(=O)N1CCN(C(=O)C2CCC(C(=O)N3CCN(C(=O)OCC)CC3)CC2)CC1 (stereo unspecified)	-23
O=C(Nc1ccccc1C(=O)NCC1CCCO1)c1ccco1 (stereo unspecified)	-6
CCN(CC)S(=O)(=O)c1cc(C(=O)Nc2nncs2)c(Cl)cc1Cl	5
COC(=O)C1=CN(C)C=C(C(=O)OC)C1c1ccc(O)c(OC)c1	5
Cc1ccc(S(=O)(=O)NCCCCC(NC(=O)OC(C)(C)C)C(=O)O)cc1 (stereo unspecified) (tested in a mixture with another compound)	-1
O=C(COc1nnnc2ccccc12)N1CCCc2ccccc21	5
CCn1c(=O)n(CC)c2cc(S(=O)(=O)NCCOc3ccccc3)c(C)cc21	-7
COc1ccc(-c2c3c(=O)n(C)c(=O)n(C)c3c3nnc4ccccc4n23)cc1	-20
COc1cccc(C2=NOC(C(=O)Nc3ccc(C(C)=O)cc3)C2)c1 (stereo unspecified)	-1
Nc1ccc(-c2n[nH]c(=O)c3ccccc23)cc1N	-3
CN(CC(O)COc1ccc(OCC(O)CN(C)C2CCCCC2)cc1)C1CCCCC1 (stereo unspecified)	-7
Cc1cnc(C(=O)Nc2ccccc2-n2cccc2)cn1	-1
Cc1c(C(=O)NCc2cccnc2)oc2ccc(S(=O)(=O)N3CCCCC3)cc12	-2
COCc1nnc(SCC(=O)NCc2ccccc2)n1-c1ccccc1	-19

2 entries from above, in markdown.
| canonical_smiles | E coli WT inh |
| --- | --- |
| COCc1nnc(SCC(=O)NCc2ccccc2)n1-c1ccccc1 | -19 |
| CCn1c(=O)n(CC)c2cc(S(=O)(=O)NCCOc3ccccc3)c(C)cc21 | -7 |

The results go on:
SMILES	E coli WT inh
Cc1c(C(=O)O)oc2ccc(S(=O)(=O)NCCC3=CCCCC3)cc12	4
O=C(c1ccc(NS(=O)(=O)c2cccs2)cc1)N1CCCCC1	-2
COc1ccc(CC(=O)NCc2cccs2)cc1	10
CN(C)S(=O)(=O)c1ccc(C(=O)Nc2nnc(Cc3ccccc3)s2)cc1	-18
CCOC(=O)c1sc(NC(=O)CSc2ncn[nH]2)c(C#N)c1C	-11
CCOC(=O)N1CCC(N2C(=O)c3ccccc3C2Nc2ccc3c(C)cc(=O)oc3c2)CC1 (stereo unspecified)	8
Cc1cccc2cc(CN(Cc3nnnn3C3CCCC3)C3CCCCC3)c(=O)[nH]c12	-2
COc1cc(S(=O)(=O)NCC2CCCO2)c(OC)cc1Cl (stereo unspecified)	-16
O=C(Nc1sc2c(c1C(=O)NC1CCCCC1)CCC2)c1ccco1	-21
COC(=O)c1c(NC(=O)CSc2nnc(-c3cccnc3)n2Cc2ccco2)sc(C)c1C	4
O=C1CN(C(=O)c2ccccc2F)c2ccccc2N1	-20
NC(=O)c1cn(-c2ccccc2)nc1-c1cccnc1	22
O=C1NC2CCCCC2NC1CC(=O)N1CCN(c2ccccc2)CC1 (stereo unspecified)	9
O=C(CCN1C(=O)COc2ccccc21)NCCN1CCN(c2cccc(Cl)c2)CC1	-2
O=C(CSc1nnc(-c2ccco2)n1-c1ccccc1)N1CCN(C(=O)c2ccco2)CC1	2
CCn1ccc(C(=O)Oc2ccc(C(C)C)cc2)n1	7
O=C(CN1CCN(c2ccc(Cl)cc2)CC1)Nc1ccc(F)cc1	-19
Cc1ccc(-n2ncc(C(=O)N3CCc4ccccc4C3)c2NC(=O)c2ccco2)cc1C	7
C=CCn1c(SCC(=O)NC23CC4CC(CC(C4)C2)C3)nc(O)cc1=O	12
COc1cc(C(=O)NCc2ccco2)cc(OC)c1OC	-15

Part of the list above, reformatted:
O=C1NC2CCCCC2NC1CC(=O)N1CCN(c2ccccc2)CC1 (stereo unspecified)
- E coli WT inh: 9
CCn1ccc(C(=O)Oc2ccc(C(C)C)cc2)n1
- E coli WT inh: 7
NC(=O)c1cn(-c2ccccc2)nc1-c1cccnc1
- E coli WT inh: 22

(listing goes on)
SMILES	E coli WT inh
CC1(C)CC(=O)C(C=NCCc2ccc(S(N)(=O)=O)cc2)=C(O)C1	5
COC(=O)c1cc(OC)c(OC)cc1NC(=O)c1cnccn1	-15
COC(=O)c1cc(NS(=O)(=O)c2ccc3c(c2)CCC(=O)N3)cc(C(=O)OC)c1	6
COc1ccc(S(=O)(=O)N(C)c2ccc(C(=O)N3CCC(C(N)=O)CC3)cc2)cc1	-21
c1csc(CSc2nnc3sc4ccccc4n23)c1	-17
CCC(NS(=O)(=O)c1ccc(OC)cc1)C(=O)O (stereo unspecified)	-8
NC1=NC(c2ccc(Cl)cc2)n2c(nc3ccccc32)N1 (stereo unspecified)	6
O=C(Cn1c(-c2ccccn2)nc2ccccc21)NCCN1CCOCC1	-24
CCN(CC(=O)NC1CCCCCC1)S(=O)(=O)c1ccccc1	-21
CCOC(=O)c1cnn(-c2nc3sc4c(c3c(=O)[nH]2)CCCC4)c1N	-12
COC(=O)c1ccc(Oc2cc(C)nc(SC)n2)cc1	-19
CN(C)CCC(c1ccc(Br)cc1)c1ccccn1 (stereo unspecified)	4
Cc1c(NS(=O)(=O)c2ccc3[nH]c(=O)[nH]c3c2)c(=O)n(-c2ccccc2)n1C	-15
COc1ccc(S(=O)(=O)N2CCSC2c2ccccc2)cc1 (stereo unspecified)	1
CCCC(=O)Nc1ccc(C(=O)NCC(=O)OCC)cc1	3
COc1ccc(OC)c(S(=O)(=O)Nc2ccccc2F)c1	-14
COC(=O)c1c(NC(=O)C2CC=CCC2C(=O)O)sc(C(N)=O)c1C (stereo unspecified)	8
CCOC(=O)N1CCN(S(=O)(=O)c2cc(Cl)c(OC)cc2Cl)CC1	1
O=C(Nc1nnc(C2CCCCC2)s1)c1ccc(Br)s1	-2
CCOC(=O)c1ccc(NC(=O)CN2CCN(c3ccccc3)CC2)cc1	-20
N#Cc1c(N)nc2c(c1-c1ccco1)CCCCC2	-24
Cc1cc(NC(=O)CSc2nnc(-c3ccco3)o2)no1	6
CCN1CCN(c2cc3c(cc2F)c(=O)c(C(=O)O)cn3C2CC2)CC1	72*
CS(=O)(=O)c1ccc(N2CCOCC2)c(S(C)(=O)=O)c1	-14
O=S(=O)(Nc1ccc(-c2nc3ccccc3o2)cc1)c1ccccc1	-21
CCc1nc(C)c(-c2ccccc2)c(=O)[nH]1	-1
Cc1nc2ccccc2nc1OCC(=O)Nc1cc(C(F)(F)F)ccc1N1CCOCC1	-6
Cc1cc(Oc2ccccc2)nc(N)n1	-14
CN1CCN(C(c2cccc(C(F)(F)F)c2)c2nnnn2C(C)(C)C)CC1 (stereo unspecified)	-3
Cn1c(=O)c2c(nc(CN3CCc4ccccc4C3)n2Cc2ccccc2F)n(C)c1=O	-11

Given with each value named: entries from further up
CCOC(=O)N1CCC(N2C(=O)c3ccccc3C2Nc2ccc3c(C)cc(=O)oc3c2)CC1 (stereo unspecified)
  E coli WT inh: 8
Cc1cccc2cc(CN(Cc3nnnn3C3CCCC3)C3CCCCC3)c(=O)[nH]c12
  E coli WT inh: -2
COc1cc(S(=O)(=O)NCC2CCCO2)c(OC)cc1Cl (stereo unspecified)
  E coli WT inh: -16
O=C(Nc1sc2c(c1C(=O)NC1CCCCC1)CCC2)c1ccco1
  E coli WT inh: -21

(cont.)
SMILES	E coli WT inh
CCCOc1ccc(Cn2c(=O)oc3ccc(C)cc32)cc1OC	-23
O=C(c1cc2ccccc2oc1=O)N1CCN(C(=O)C2CCCO2)CC1 (stereo unspecified)	3
O=C(Nc1ccc(N2CCOCC2)c(F)c1)c1ccncc1	10
COc1ccc(-c2onc(C)c2-c2ccccc2)c(O)c1	-1
O=C(Nc1ccccc1N1CCN(C(=O)c2ccccc2)CC1)c1ccc2c(c1)OCO2	-6
COc1ccc(C2C=C(c3ccccc3)Nc3ncnn32)cc1 (stereo unspecified)	9
Cc1cccc(C)c1N(CC(=O)N1CCN(C)CC1)S(C)(=O)=O	-19
Oc1ccc(Oc2ncc(Cl)cc2Cl)cc1	-4
Cn1c(SCC(=O)NC(C)(C)C)nc(O)cc1=O	-21
Cn1c(SCC(=O)c2ccc(-c3ccccc3)cc2)nnc1-c1ccco1	7
Cn1c(=O)c2c(nc(NCc3ccco3)n2C)n(C)c1=O	-15
